TLR9-MyD88 inh = inhibitors of TLR9-MyD88 association in cells, primary screen, cell-based, CHO, BLA complementation, fluorescence. 340,000 compounds, 0.21% hits. AID 504734, 2011. CCF4 FRET ratio. inhibition, % at 4.98 µM;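 active = inhibition above the mean over all tested compounds plus 3 SD, cut at about 21% in these data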;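 note: 0% = DMSO only wells and 100% = clavulanate BLA inhibitor control wells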
NCOA1 inh = SRC1 coactivator transcriptional activity inhibitors, primary screen, cell-based, luminescence. inhibition, % at 3.6 µM. 360,000 compounds, 0.12% hits. HEK293 GAL4-SRC1 luciferase reporter. AID 588354, 2011. Nuclear receptor coactivator 1 (Homo sapiens), Q15788;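 active = inhibition above the campaign mean plus 3 SD, with each screening campaign given its own cutoff, cut at about 60% in these data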;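 note: 0% = DMSO treated cells and 100% = gossypol at 36 µM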
TROY NFkB inh = inhibitors of TROY-driven NF-kB signaling, primary screen, Q293 LMP1-TROYcd cells, NF-kB luciferase, uHTS. Q293 LMP1-TROYcd NF-kB luciferase reporter, 4 h. inhibition, % at 10 µM. 360,000 compounds, 0.98% hits;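 active = compounds whose plate-normalised and pattern-corrected inhibition of the luciferase reporter signal at the single screening dose is 50% or more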
NOD2 RIPK2 PPI = NOD2-RIPK2 binding disruptors in cells, primary screen, fluorescence, CHO cells, BLA complementation; Receptor-interacting serine/threonine-protein kinase 2 (Homo sapiens), O43353; CCF4 ratio; 360,000 compounds, 0.38% hits; inhibition, % at 4.98 µM; AID 624267, 2012; in the data active = inhibition above about 21%;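 note: 0% = vehicle only and 100% = reference blocker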
Target sequence (O43353 whole entry, looked up): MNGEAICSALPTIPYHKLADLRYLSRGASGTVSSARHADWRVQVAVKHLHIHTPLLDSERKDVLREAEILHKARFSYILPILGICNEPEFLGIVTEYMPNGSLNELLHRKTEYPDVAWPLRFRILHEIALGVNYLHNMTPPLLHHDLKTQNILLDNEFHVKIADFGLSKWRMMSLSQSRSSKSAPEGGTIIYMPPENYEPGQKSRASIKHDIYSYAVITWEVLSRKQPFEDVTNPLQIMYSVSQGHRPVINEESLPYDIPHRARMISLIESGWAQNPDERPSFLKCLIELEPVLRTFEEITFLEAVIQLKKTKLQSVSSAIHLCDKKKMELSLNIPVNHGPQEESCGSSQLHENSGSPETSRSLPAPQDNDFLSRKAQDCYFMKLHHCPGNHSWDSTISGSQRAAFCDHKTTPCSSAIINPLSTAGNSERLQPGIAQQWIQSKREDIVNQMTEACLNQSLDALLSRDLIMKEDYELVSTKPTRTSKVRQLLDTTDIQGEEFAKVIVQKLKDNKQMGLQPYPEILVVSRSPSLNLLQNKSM
NCOA2 inhibitor = inhibition of GAL4-SRC2 driven luciferase reporter, primary screen, SRC2 inhibitor project, cell-based, luminescence; HEK293 GAL4-SRC2 luciferase reporter; Nuclear receptor coactivator 2 (Homo sapiens), Q15596; 370,000 compounds, 0.17% hits; inhibition, % at 9 µM;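 active = inhibition above the mean inhibition of all tested compounds plus 3 SD, set per campaign, cut at about 52% in these data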;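 note: 0% = DMSO treated cells and 100% = cells given Gossypol at 36 µM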
NCOA3 inh = SRC3 coactivator transcriptional activity inhibitors, primary screen, cell-based, luminescence; 360,000 compounds, 0.17% hits; HEK293 GAL4-SRC3 luciferase reporter; inhibition, % at 3.6 µM;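 active = inhibition above a per-campaign cutoff, the mean of all compounds plus 3 SD, cut at about 60% in these data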;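 note: 0% = DMSO-treated cells and 100% = gossypol-treated cells at 36 µM; higher means less SRC3-driven luciferase light from the GAL4 reporter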
Exocytosis inh = LAMP-1 surface exposure blockers, TALL-104 cells – cell-based, flow cytometry, MLPCN library, primary screen; TALL-104 LAMP-1 surface exposure; cells stimulated with thapsigargin and PMA; inhibition, % at 10 µM; 360,000 compounds, 0.66% hits; AID 651702, 2012;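 active = inhibition above about 55%, limit read from the data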
ABHD5-PLIN5 inh = ABHD5-PLIN5 interaction inhibitors, primary screen, cell lysate, split luciferase complementation, luminescence | 360,000 compounds, 0.78% hits | Split G. princeps luciferase complementation, 4 h | inhibition, % at 4 µM;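 active = inhibition above the mean inhibition across every tested compound plus 3 SD, cut at about 22% in these data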;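 note: 0% = DMSO only wells and the 100% control is not disclosed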
LRH-1 inv ag = LRH-1 (NR5A2) inverse agonists, primary screen, cell-based, luminescence, HEK293T, StAR-luciferase reporter. inhibition, % at 3.6 µM. Nuclear receptor subfamily 5 group A member 2 (Homo sapiens), O00482. AID 602396, 2012. LRH-1 transfected, 24 h. 360,000 compounds, 0.13% hits;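 active = inhibition above the mean inhibition of all tested compounds plus 3 SD, cut at about 73% in these data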;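 note: 0% = DMSO wells and 100% = reporter-only cells lacking LRH-1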
TWEAK-Fn14 inh = inhibitors of TWEAK-Fn14 signaling, primary screen, luciferase reporter cells, uHTS; 360,000 compounds, 2% hits; inhibition, % at 10 µM; TWEAK-stimulated Fn14 reporter cells, luciferase luminescence, 8 h; in the data active = inhibition above about 50%
COUP-TFII inh = NR2F2 transcriptional activity inhibitors, primary screen, cell-based, luciferase reporter, HEK293T, luminescence; COUP transcription factor 2 (Homo sapiens), P24468; HEK293T NGFI-A luciferase reporter; 370,000 compounds, 0.7% hits; inhibition, % at 8.6 µM;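 active = inhibition above a per-plate cutoff, mean inhibition of test wells between control levels plus 3 SD, cut at about 38% in these data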;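 note: cells cotransfected with COUP-TFII expression vector driving the NGFI-A reporter; 0% = median of COUP-TF2 test wells and 100% = reporter-only cells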
Target sequence (P24468 whole entry, looked up): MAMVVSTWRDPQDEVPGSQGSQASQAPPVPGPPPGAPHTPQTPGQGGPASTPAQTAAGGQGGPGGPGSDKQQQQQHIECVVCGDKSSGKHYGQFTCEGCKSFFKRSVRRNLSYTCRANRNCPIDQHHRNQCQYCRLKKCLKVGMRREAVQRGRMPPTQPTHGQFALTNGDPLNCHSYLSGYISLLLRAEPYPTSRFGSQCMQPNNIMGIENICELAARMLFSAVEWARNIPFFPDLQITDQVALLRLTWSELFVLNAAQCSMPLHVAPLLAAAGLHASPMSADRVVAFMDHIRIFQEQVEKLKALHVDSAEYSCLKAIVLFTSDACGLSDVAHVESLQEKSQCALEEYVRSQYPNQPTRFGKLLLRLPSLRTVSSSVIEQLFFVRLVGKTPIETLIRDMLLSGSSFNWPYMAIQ
Starred values were filed as active, the others as inactive; . = no result given.

SMILES	TLR9-MyD88 inh	NCOA1 inh	TROY NFkB inh	NOD2 RIPK2 PPI	NCOA2 inhibitor	NCOA3 inh	Exocytosis inh	ABHD5-PLIN5 inh	LRH-1 inv ag	TWEAK-Fn14 inh	COUP-TFII inh
Fc1ccc(NC(=S)SCc2ccc3c(c2)OCO3)cc1F	-2	0	23	-6	4	1	-2	-5	6	17	12
COc1ccc(-c2cn(-c3ccc(C)c(Cl)c3)c(=S)[nH]2)cc1OC	-11	4	-8	-1	-30	-20	14	-6	11	-27	-5
COCCOC(=O)C1=C(C)N(Cc2ccccc2)C(=O)NC1c1ccc(OC)cc1 (stereo not given)	4	8	-9	-1	18	13	9	-3	3	19	7
N#Cc1cc(Br)ccc1N=C1CCCN1c1ccccc1	-6	-20	-5	-8	2	0	-4	5	42	9	-5
CCOC(=O)c1n[nH]n2c1nc(=O)c1ccccc12	1	-18	-9	-5	6	-24	0	-9	-8	-7	-25
COC(=O)c1cc(=O)c2c([N+](=O)[O-])ccc(OC)c2o1	-2	7	12	2	5	13	2	-6	2	0	3
COc1cccc(N2C(=O)N(c3ccccc3Cl)C3CS(=O)(=O)CC32)c1 (stereo not given)	-1	-8	-41	-7	4	-1	0	0	18	9	9
Cc1ccc(S(=O)(=O)N2CCCCC2)cc1NC(=O)CCc1nc2ccccc2c(=O)[nH]1	1	-13	12	3	8	-1	-17	-12	0	-12	21
O=C(c1ccccc1F)N1CCN(CC2CC3C=CC2C3)CC1 (stereo not given)	5	7	5	-10	12	-7	-2	1	-13	13	-5
O=C(NCCc1ccccc1)c1cc(S(=O)(=O)N2CCCCC2)c[nH]1	.	1	-3	-8	3	2	-5	3	6	-17	5

Molecules shown so far that have sulfur (5):
SMILES	TLR9-MyD88 inh	NCOA1 inh	TROY NFkB inh	NOD2 RIPK2 PPI	NCOA2 inhibitor	NCOA3 inh	Exocytosis inh	ABHD5-PLIN5 inh	LRH-1 inv ag	TWEAK-Fn14 inh	COUP-TFII inh
Fc1ccc(NC(=S)SCc2ccc3c(c2)OCO3)cc1F	-2	0	23	-6	4	1	-2	-5	6	17	12
COc1ccc(-c2cn(-c3ccc(C)c(Cl)c3)c(=S)[nH]2)cc1OC	-11	4	-8	-1	-30	-20	14	-6	11	-27	-5
COc1cccc(N2C(=O)N(c3ccccc3Cl)C3CS(=O)(=O)CC32)c1 (stereo not given)	-1	-8	-41	-7	4	-1	0	0	18	9	9
Cc1ccc(S(=O)(=O)N2CCCCC2)cc1NC(=O)CCc1nc2ccccc2c(=O)[nH]1	1	-13	12	3	8	-1	-17	-12	0	-12	21
O=C(NCCc1ccccc1)c1cc(S(=O)(=O)N2CCCCC2)c[nH]1	.	1	-3	-8	3	2	-5	3	6	-17	5

Remaining list, next part:
SMILES	TLR9-MyD88 inh	NCOA1 inh	TROY NFkB inh	NOD2 RIPK2 PPI	NCOA2 inhibitor	NCOA3 inh	Exocytosis inh	ABHD5-PLIN5 inh	LRH-1 inv ag	TWEAK-Fn14 inh	COUP-TFII inh
S=C(N/N=C/c1cccs1)NC1CC2CCC1C2 (stereo not given)	.	-32	-30	-7	-24	-62	1	-9	-43	-6	-16
CCN(CC)CCNCC(=O)N1c2ccccc2CCc2ccc(NC(=O)OC)cc21	4	5	-4	-11	-30	5	22	9	4	105*	-7
CCOc1ccc2nc(N(CCN(C)C)C(=O)c3cc4ccccc4cc3OC)sc2c1	8	8	-9	-4	.	11	3	13	0	-20	.
O=C(NC1(C(F)(F)F)C(=O)Nc2c1c(=O)[nH]c(=O)n2Cc1ccccc1)c1ccco1 (stereo not given)	0	-21	6	-2	-29	2	0	-7	5	-4	-6
Cn1ncc(Cl)c1C(=O)Nc1nc2ccc(Cl)cc2s1	10	-113	-21	-3	-39	-61	4	1	-41	20	-45
O=C(Oc1ccccc1N1C(=O)C2CCCCC2C1=O)c1ccc(Cl)cc1 (stereo not given)	5	-6	8	-5	20	0	1	0	11	20	7
CC(c1ccccc1)N1CC(C(=O)O)CC1=O (stereo not given)	-5	-4	-4	-7	-31	13	0	4	-31	0	10
COc1ccccc1N1CCN(C(=O)c2cc3cc(C)ccc3[nH]2)CC1	-6	-24	4	-1	-6	-2	-8	8	2	5	5
Cc1cccc(NC(=O)C2CC(=O)N(Cc3ccccc3)C2)n1 (stereo not given)	-3	12	5	-6	-13	-4	0	-1	17	0	1
COc1ccc(N2CC(O)=C(c3nc(-c4ccccc4)cs3)C2=N)cc1	2	6	3	-10	-16	4	-2	-7	5	-19	7
Cn1nnnc1NCc1cccc(Cl)c1	-8	0	10	0	1	4	0	-1	-9	-2	-2
Cc1ccc2cc(CN(CC3CCCO3)C(=O)c3cccs3)c(=O)[nH]c2c1 (stereo not given)	1	7	5	-1	-26	-12	-16	3	4	-10	16
COC1(OC)C(/C=C/c2ccc(Cl)cc2)C(C#N)(C#N)C1(OC)OC (stereo not given)	-5	-27	13	-9	22	-3	3	16	-49	77*	3
CSc1sc(C)cc1C=O	5	1	-20	-6	-24	9	0	2	-7	-23	-2
CC1=C/C(=C(\c2cc(C)c(O)c(Br)c2)c2ccccc2S(=O)(=O)O)C=C(Br)C1=O	-14	10	6	1	26	1	3	-1	21	-15	13
Cc1ccc(CSc2nnc(-c3ccncc3)n2N)cc1	.	-17	-8	-10	3	9	-3	0	-3	-15	-18
COc1ccc(CCN2CC(C(=O)NCCc3cccc(F)c3)CCC2=O)cc1 (stereo not given)	-16	-6	0	-16	10	5	-1	-2	8	4	-5
O=C1N(c2ccccc2C(F)(F)F)O[C@@]1(c1ccccc1)C1CCCC1	-6	-8	-1	-10	5	8	-5	-8	18	14	11
N/C(=N\O)c1cccc(CS(=O)(=O)c2ccccn2)c1	9	5	5	-3	5	27	8	6	5	16	3
Cc1ccc2nc(NC(=O)CSc3nc(=O)n(CCN(C)C)c4c3CCCC4)sc2c1	10	-21	-27	1	1	-6	47	15	-10	1	9
COc1cccc(NC(=O)CN2C(=O)CSc3nc(C)cc(C)c32)c1	9	1	-4	9	7	5	-4	4	-10	5	-16
CCOc1cc(C(=S)N2CCOCC2)ccc1O	5	-9	-7	5	8	21	0	-8	-1	3	-2
COc1cccc(CN2CCC2(C)C(=O)Nc2cccc(NS(C)(=O)=O)c2)c1OC (stereo not given)	.	2	6	-1	-7	13	-1	-5	1	67*	6
CCN(CC)CCn1c(=O)n(-c2ccc(Cl)cc2)c(=O)c2c3c(sc21)CN(C)CC3	-6	5	-36	-3	-38	29	0	-1	-2	-8	4
O=C(CCC(=O)c1ccc(Br)cc1)Nc1cccc(C(F)(F)F)c1	-1	1	-8	-1	-4	5	-8	-9	13	0	7
Nc1c(S(=O)(=O)c2ccccc2)c2nc3ccccc3nc2n1/N=C/c1cccc(O)c1	-4	2	16	5	1	1	2	-5	13	73*	0
O=C(C1CCCCC1)N(CCN1CCCC1)c1nc2ccccc2s1	-7	-33	-34	-14	-11	-34	3	6	-41	-19	-5
O=C(O)CCCN=CC1=C(O)CNC1=O	2	0	2	3	-26	20	-1	4	-15	11	9
COc1ccc(C(=O)c2ccc(Cl)cc2)c(OC)c1OC	-17	-12	-4	-1	-8	0	1	-8	-10	22	-1
C/C(CC(=O)Nc1ccccc1C#N)=N\NC(=O)c1ccncc1	-4	-6	7	2	12	-14	1	16	-1	19	9
S=c1[nH]nc(COc2ccccc2)n1/N=C/c1ccco1	-2	9	-4	-5	13	-18	-3	-3	18	-9	-4
CCN1C(=O)/C(=C/C2=Cc3ccccc3OC2C)SC1=S (stereo not given)	.	-2	-47	-4	-12	9	6	-4	11	-28	-2
CCCCn1nnnc1SCC(=O)NNC(=O)c1ccco1	-3	-8	1	-16	8	8	1	0	-12	11	8
CC1Sc2ccc(S(=O)(=O)NCc3ccccc3)cc2NC1=O (stereo not given)	-8	-1	4	-7	21	8	12	5	9	22	4
CCOC(=O)CSc1nnc(CCCCCN2C(=O)c3cccc4cccc(c34)C2=O)o1	4	2	-2	7	22	2	1	-2	7	-2	-1
CCOC(=O)N1CCN(C(=O)c2sc3nc(-c4ccc(F)cc4)cn3c2C)CC1	-6	-1	1	8	0	0	-1	-7	-8	3	-15
COc1ccc(NC(=S)NCc2cccn2C)cc1	-6	0	-12	3	4	-3	-3	0	2	-6	3
CCOc1ccccc1C(=O)NCC(=O)OCC(=O)NCCc1ccc(S(N)(=O)=O)cc1	0	0	12	-12	-14	16	-5	5	-7	0	5
COC(=O)c1ccc(C(c2c(N)n(CC(C)C)c(=O)[nH]c2=O)N2CCN(c3ccccc3)CC2)cc1 (stereo not given)	4	-2	-5	-3	2	-2	-2	0	16	10	-5
CC1(C)CC2CC(C)(CN2C(=O)c2cccs2)C1 (stereo not given)	3	8	3	-8	-21	-6	0	-7	14	6	4

In the list so far, seven have fluorine.
SMILES	TLR9-MyD88 inh	NCOA1 inh	TROY NFkB inh	NOD2 RIPK2 PPI	NCOA2 inhibitor	NCOA3 inh	Exocytosis inh	ABHD5-PLIN5 inh	LRH-1 inv ag	TWEAK-Fn14 inh	COUP-TFII inh
Fc1ccc(NC(=S)SCc2ccc3c(c2)OCO3)cc1F	-2	0	23	-6	4	1	-2	-5	6	17	12
O=C(c1ccccc1F)N1CCN(CC2CC3C=CC2C3)CC1 (stereo not given)	5	7	5	-10	12	-7	-2	1	-13	13	-5
O=C(NC1(C(F)(F)F)C(=O)Nc2c1c(=O)[nH]c(=O)n2Cc1ccccc1)c1ccco1 (stereo not given)	0	-21	6	-2	-29	2	0	-7	5	-4	-6
COc1ccc(CCN2CC(C(=O)NCCc3cccc(F)c3)CCC2=O)cc1 (stereo not given)	-16	-6	0	-16	10	5	-1	-2	8	4	-5
O=C1N(c2ccccc2C(F)(F)F)O[C@@]1(c1ccccc1)C1CCCC1	-6	-8	-1	-10	5	8	-5	-8	18	14	11
O=C(CCC(=O)c1ccc(Br)cc1)Nc1cccc(C(F)(F)F)c1	-1	1	-8	-1	-4	5	-8	-9	13	0	7
CCOC(=O)N1CCN(C(=O)c2sc3nc(-c4ccc(F)cc4)cn3c2C)CC1	-6	-1	1	8	0	0	-1	-7	-8	3	-15

Not all compounds are listed; rates above refer to the full screens.
